Bioassay records: PubChem, several laboratories
Bcl-B displacement: displacers of TR3 peptide from Bcl-B, primary screen, selectivity assay for Bfl-1 inhibitor project, biochemical, fluorescence polarization | FP displacement of FITC-TR3 peptide from Bcl-B; higher % means a stronger effect | actives 0.11% (n = 96,000) | displacement, % at 20 µM, or IC50 in µM where a hit was titrated;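 active means displacement above 50% at 20 µM plus a fluorescence interference ratio under 1.5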;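 further: plate controls were wells without compound for no effect and wells lacking Bcl-B protein for full effect; a part of the inactive calls stands beside numbers as strong as those of hits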
MRP resist rev: compounds reversing MRP-mediated drug resistance; H69AR cells + 2 uM doxorubicin, CellTiter-Glo, 72 h; differential viability (reversal), % at 10 µM; actives 0.04% (n = 85,000);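 active means viability drop by adding the cancer drug above about 55%, with treated viability meeting a 40% cutoff, limit read from the data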;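 further: viability without doxorubicin minus viability with 2 µM doxorubicin for each compound; larger differential means the compound sensitizes cells more to doxorubicin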
MRP resist rev cytotoxicity: also measured in MRP resist rev; calls as there; viability, %; H69AR cells, CellTiter-Glo, 72 h; measured here: cytotoxicity without doxorubicin
MRP resist rev with doxorubicin: further read-out of MRP resist rev, marked with its call; viability, %; measured here: viability with 2 uM doxorubicin; stronger effect = lower value
Active calls of the source: *; x = no result given. A portion of the library; rates above refer to the full screens.

SMILES	Bcl-B displacement	MRP resist rev	MRP resist rev cytotoxicity	MRP resist rev with doxorubicin
O=C(Nc1ccncc1)c1c(O)c2ccccc2n(Cc2ccccc2)c1=O	x	-7.1	17.3	24.4
CN1CC[C@@]23CCCC[C@@H]2[C@@H]1Cc1ccc(O)cc13	x	-18.5	77.2	95.7
CC[C@@H](CO)NC(=O)[C@@H]1C=C2c3cccc4c3c(cn4C)C[C@H]2N(C)C1	x	6.0	102.0	96.0
O=C(CN1CC(c2ccccc2)CC1=O)NCc1ccc(F)cc1 (stereo unspecified)	x	14.2	100.8	86.6
Cc1nc2ccc(Br)cc2c(=O)n1-c1ccc([N+](=O)[O-])c(C(F)(F)F)c1	-5.3%	x	x	x

Record cards, as listed above. Screens in order: Bcl-B displacement	MRP resist rev	MRP resist rev cytotoxicity	MRP resist rev with doxorubicin
O=C(Nc1ccncc1)c1c(O)c2ccccc2n(Cc2ccccc2)c1=O is listed with x	-7.1	17.3	24.4
O=C(CN1CC(c2ccccc2)CC1=O)NCc1ccc(F)cc1 (stereo unspecified) is listed with x	14.2	100.8	86.6

Ordered by length of the SMILES (low to high): 3 of the compounds above.
SMILES	Bcl-B displacement	MRP resist rev	MRP resist rev cytotoxicity	MRP resist rev with doxorubicin
CN1CC[C@@]23CCCC[C@@H]2[C@@H]1Cc1ccc(O)cc13	x	-18.5	77.2	95.7
O=C(Nc1ccncc1)c1c(O)c2ccccc2n(Cc2ccccc2)c1=O	x	-7.1	17.3	24.4
CC[C@@H](CO)NC(=O)[C@@H]1C=C2c3cccc4c3c(cn4C)C[C@H]2N(C)C1	x	6.0	102.0	96.0
